Screening results: PubChem BioAssay, several laboratories
TLR4 MyD88 comp = inhibitors of TLR4-MyD88 association in cells, primary screen, cell-based, HeLa CL3-4, BLA complementation, FRET ratio; Toll-like receptor 4 (Homo sapiens) + Myeloid differentiation primary response protein …; HeLa CL3-4 TLR4/MyD88 BLA complementation; inhibition, % at 8.4 µM; actives 0.18% (n = 200,000); AID 861, 2007; in the data active = inhibition above about 25%;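 also: 0% = vehicle and 100% = reference inhibitor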
Target sequence (O00206 whole entry, looked up): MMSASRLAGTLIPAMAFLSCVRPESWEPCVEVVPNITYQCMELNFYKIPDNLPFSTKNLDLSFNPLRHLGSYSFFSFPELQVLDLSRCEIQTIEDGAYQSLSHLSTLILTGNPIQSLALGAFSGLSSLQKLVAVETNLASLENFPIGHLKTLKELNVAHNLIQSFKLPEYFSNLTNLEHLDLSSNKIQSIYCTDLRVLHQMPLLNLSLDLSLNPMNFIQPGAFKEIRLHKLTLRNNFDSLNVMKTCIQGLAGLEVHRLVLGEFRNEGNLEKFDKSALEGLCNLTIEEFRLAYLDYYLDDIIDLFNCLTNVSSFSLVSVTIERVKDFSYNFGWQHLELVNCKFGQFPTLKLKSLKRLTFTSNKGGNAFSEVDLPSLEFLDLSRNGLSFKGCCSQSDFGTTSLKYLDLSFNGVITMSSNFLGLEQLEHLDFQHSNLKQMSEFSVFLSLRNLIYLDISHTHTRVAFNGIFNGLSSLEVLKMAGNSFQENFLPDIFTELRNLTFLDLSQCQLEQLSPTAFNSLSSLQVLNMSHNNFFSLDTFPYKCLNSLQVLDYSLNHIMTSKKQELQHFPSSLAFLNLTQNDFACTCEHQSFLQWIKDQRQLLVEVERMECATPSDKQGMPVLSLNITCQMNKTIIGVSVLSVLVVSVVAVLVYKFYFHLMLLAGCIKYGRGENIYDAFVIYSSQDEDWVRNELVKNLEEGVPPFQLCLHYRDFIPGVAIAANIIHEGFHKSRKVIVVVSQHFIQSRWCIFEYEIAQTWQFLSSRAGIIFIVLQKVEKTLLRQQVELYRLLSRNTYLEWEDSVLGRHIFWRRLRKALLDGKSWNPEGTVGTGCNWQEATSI
Target sequence (Q99836 whole entry, looked up): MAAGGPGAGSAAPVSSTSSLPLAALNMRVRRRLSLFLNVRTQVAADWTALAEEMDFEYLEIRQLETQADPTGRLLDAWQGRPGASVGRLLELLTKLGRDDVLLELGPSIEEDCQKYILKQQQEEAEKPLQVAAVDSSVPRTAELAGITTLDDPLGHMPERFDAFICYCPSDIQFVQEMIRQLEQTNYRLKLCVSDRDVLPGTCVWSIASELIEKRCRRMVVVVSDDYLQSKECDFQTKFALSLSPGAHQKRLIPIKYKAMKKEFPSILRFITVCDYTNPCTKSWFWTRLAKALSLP
HMGR II inh = inhibitors of E. faecalis class II HMGR, primary screen, biochemical, Enterococcus faecalis | HMG-CoA reductase (Enterococcus faecalis, mvaE) | purified E. faecalis HMGR, NADPH absorbance 340 nm kinetic | inhibition, % at 10 µM | actives 0.41% (n = 190,000);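 active = inhibition above a set limit, the median over all tested compounds plus 3 SD, cut at about 9.5% in these data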;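 also: enzyme runs in reverse so mevalonate oxidation gives rising NADPH absorbance; 0% = complete reaction with DMSO and 100% = background rate lacking mevalonate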
STAT3 act = IL-6 driven STAT3 reporter potentiators, primary screen, U3A cells, luciferase, luminescence, MLSCN library; activation (% of control), % at 5.6 µM; IL-6 STAT3-luciferase reporter; 100% = signal with IL-6 EC80 alone; actives 0.91% (n = 190,000);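 active = activation above the screen-wide mean of compound activation plus 3 SD, cut at about 130% in these data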;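 also: 0% = background luminescence of wells with medium and substrate only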
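system = STAT3-luciferase reporter U3A cells | reagent = IL-6 stimulus at 33 ng/mL final | timing = 1 h compound pre-exposure, 6 h IL-6 stimulation, 37 °C | measured by = luminescence | evaluation = % activation versus median of IL-6-stimulated wells | control set = IL-6-only wells as 100% reference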
NF-kB neuron act = activators of NF-kB expression in neurons, primary screen, cell-based, HTS; human neuronal cells, NF-kB reporter expression; active compounds read high; actives 1.6% (n = 190,000); fold change at 12.5 µM; AID 1239, 2008; in the data active = fold change above about 3.3
STAT3 blocker = IL-6 driven STAT3 reporter inhibitors, primary screen, U3A cells, luciferase, luminescence, MLSCN library. actives 0.89% (n = 190,000). AID 862, 2007. IL-6 STAT3-luciferase reporter; host cell line lacks STAT1. inhibition, % at 5.5 µM;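 active = inhibition above the mean inhibition across all screened compounds plus 3 SD, cut at about 44% in these data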;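 also: 0% = DMSO only wells and 100% = 100 µM nifuroxazide control wells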
STAT1 activator = STAT1 signaling activators, primary screen, cell-based, HTS, luciferase reporter; activation (% of control), % at 5.5 µM; actives 2.6% (n = 200,000); NIH 3T3 STAT1-luciferase reporter, IFN-gamma, luminescence; 100% = IFN-gamma alone, no compound; AID 932, 2007;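 active = activation above the screen-wide mean activation plus 3 SD, cut at about 130% in these data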;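 also: raw ratio to IFN-gamma control signal so 100% means no change and 0% no light; values of inactives mirror those of a sister screen read the other way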
APP 5'UTR act = activators of APP 5'UTR luciferase reporter, primary screen, SH-SY5Y cells. SH-SY5Y APP 5'UTR luciferase reporter, luminescence; zero percent = DMSO vehicle wells. activation, % at 2 µM. actives 1% (n = 190,000);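 active = activation above a set limit, based on mean plus 3 SD of controls, cut at about 140% in these data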; also: values of inactives mirror those of a sister screen read the other way
Hsp70 activator = Hsp70 transcriptional activators, primary screen, cell-based, HeLa, Hsp70 promoter luciferase, luminescence, 10 µM; activation, % at 10 µM; AID 1203, 2008; actives 0.04% (n = 200,000); HeLa Hsp70 promoter luciferase reporter; scaled: vehicle 0, proteasome-inhibitor control 100%;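 active = activation above the mean across all tested compounds plus 3 SD, cutoff set per campaign, cut at about 5.5% in these data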;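 also: 100% = MG132 at 30 µM as the positive control and 0% = DMSO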
STAT1 inh = STAT1 signaling inhibitors, primary screen, cell-based, HTS, luciferase reporter; NIH 3T3 STAT1-luciferase reporter, IFN-gamma, luminescence; inhibition, % at 5.5 µM; actives 0.35% (n = 200,000);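 active = inhibition above a set limit, the mean inhibition across all tested compounds plus 3 SD, cut at about 34% in these data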;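 also: 0% = IFN-gamma with DMSO and 100% = IFN-gamma with 300 µM nifuroxazide; values of inactives mirror those of a sister screen read the other way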
DTT redox prof = compounds producing H2O2 with reducing agent – biochemical, NIH compound library profiling, artefact control for MLSCN library redox annotation, primary screen; DTT-dependent redox cycling H2O2, phenol red/HRP absorbance; 100% = 100 µM peroxide control, 0% = buffer; activation, % at 10 µM; actives 0.03% (n = 200,000); AID 878, 2007;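 active = activation of at least 50% relative to the plate's high and low controls in the primary single-dose screen; inactive = activation below 50%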;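 also: compound incubated with DTT at 0.8 mM final as the reducing agent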
The depositor's hits bear a star; . = no result given.

SMILES | TLR4 MyD88 comp | HMGR II inh | STAT3 act | NF-kB neuron act | STAT3 blocker | STAT1 activator | APP 5'UTR act | Hsp70 activator | STAT1 inh | DTT redox prof
Cc1ccc(NC(=S)NNC(=O)c2nn(C)c(C)c2Cl)cc1 | -6 | 0 | 99 | 2.9 | 11 | 131* | 112 | 0.1 | -35 | 2.1
C#CCN1C(=O)C(O)(CC(=O)c2cccc(OC)c2)c2ccccc21 (configuration not stated) | -1 | -2 | 105 | 0.88 | -2 | 102 | 4 | -0.1 | -2 | 2.6
Cn1c(-c2ccccc2)c[n+]2c1CCCCC2 | 8 | 0 | 103 | 0.94 | -2 | 97 | 5 | 0.1 | 2 | -0.3
COc1ccc(C(=O)NC(=S)Nc2ccc3oc(=O)ccc3c2)cc1OC | -4 | -4 | 95 | 1 | 6 | 90 | -41 | -0.4 | 12 | -0.5
CCN(CC)CCSc1nc(O)c(C(C)C)c(=O)[nH]1 | 4 | -6 | 103 | 0.99 | -3 | 100 | 1 | 0.4 | 6 | 0.3
C=CCN1C(=O)C(Cc2cccc(C)c2)SC1=Nc1ccc(C(=O)O)cc1 (configuration not stated) | 4 | 1 | 105 | 1 | 5 | 88 | -1 | -0.1 | 13 | 0.3
CS(=O)(=O)c1ccc(C(=O)OCC(=O)NC(=O)C2CCCCC2)cc1[N+](=O)[O-] | 12 | 3 | 104 | 1.1 | 2 | 97 | 9 | -0.2 | 2 | -1.4
CCOC(=O)c1c(C)nc2c(c1-c1ccc(OC)c(OC)c1)C(=O)c1ccccc1-2 | -19 | -2 | 106 | 1.2 | 0 | 102 | -3 | -0.3 | -2 | 0.4
CON1C(=O)CN(C(C)=O)C1c1ccc(Cl)cc1Cl (configuration not stated) | -7 | -1 | 109 | 1.1 | -4 | 101 | -9 | -0.2 | -1 | -0.7
Brc1cc2c(cc1Cn1c(-c3cncs3)nc3ccccc31)OCO2 | -10 | -4 | 113 | 1.4 | -15 | 102 | 22 | -0.6 | -3 | 2.7
CC(C)(C)c1ccc(S(=O)(=O)Nc2ccc3c(c2)COC3=O)cc1 | 0 | -2 | 98 | 1.2 | 8 | 95 | -24 | 0.2 | 4 | -0.2
O=c1[nH]c2cc3c(cc2cc1C(c1nnnn1C1CCCC1)N1CCSCC1)OCCO3 (configuration not stated) | 0 | -4 | 106 | 1 | -2 | 98 | 10 | 0.8 | 2 | 2.2
CCn1c(C)cs/c1=N\C(=S)Nc1ccccc1C | 7 | 0 | 98 | 1.2 | 3 | 96 | . | -0.2 | 5 | -0.6
Cc1cc([N+](=O)[O-])ccc1NC(=O)c1cncc(Br)c1 | -11 | -2 | 89 | 1 | 12 | 100 | 14 | -0.2 | 0 | -0.5
COCCN(Cc1ccccc1)C(=S)Nc1ccc(OC(F)F)cc1 | 4 | 0 | 99 | 1.1 | -1 | 95 | -4 | 0.0 | 5 | -0.2
COc1ccc(N2C(=O)C3CCCN3C2c2ccc(C)o2)cc1Cl (configuration not stated) | 3 | -1 | 105 | 1 | -3 | 102 | -8 | 0.0 | -2 | -3.3
Cc1ccc(-n2c(C)n[nH]c2=S)cc1C | 0 | -10 | 83 | 0.97 | 19 | 93 | -3 | -0.3 | 8 | 0.3
CN(C)CCNC=C(C(=O)Nc1ccc(Cl)cc1Cl)C(=O)Nc1ccc(Cl)cc1Cl | -2 | 1 | 102 | 1.4 | 4 | 99 | 8 | 0.0 | 1 | -3.1
COc1cccc(OCc2nnc(SCc3cc(=O)[nH]c4ccccc34)o2)c1 | -5 | 3 | 103 | 0.95 | -2 | 100 | -6 | -0.3 | -1 | -1.1
O=Cc1cccn1-c1cccnc1 | 2 | -2 | 103 | 1 | 2 | 99 | -2 | -0.4 | 0 | 5.3
O=c1ccn(-c2cccc(C(F)(F)F)c2)nc1-c1ccn(-c2ccccc2)n1 | 6 | -3 | 108 | 1.1 | -4 | 93 | 5 | -0.3 | 7 | 1.9
CC(C)CC1c2[nH]c3ccccc3c2CCN1C(=O)C1CCOCC1 (configuration not stated) | 1 | -4 | 119 | 1.3 | -8 | 97 | 1 | -0.2 | 2 | 0.9
COc1cc(C=Nc2cccc([N+](=O)[O-])c2C)ccc1OC(C)=O | -6 | 4 | 102 | 0.95 | -5 | 98 | 2 | -0.1 | 2 | 1.1
Cc1cccc(OCC(=O)NC2CCCc3ccccc32)c1C (configuration not stated) | 11 | 0 | 102 | 1.4 | -5 | 94 | 5 | -0.1 | 6 | 0.1
CCOC(=O)c1c(-c2ccccc2)csc1NC(=O)c1ccc(S(=O)(=O)N2CCOCC2)cc1 | -5 | -3 | 104 | 0.52 | -4 | 103 | -11 | -0.2 | -3 | -0.9
Cc1ccc(C(=O)/C=C2\NCC(C)NC2=O)cc1 (configuration not stated) | -12 | -10 | 46 | 2.3 | 65* | 110 | 117 | -0.4 | -11 | 0.6
CC(=O)NCCNc1ccc([N+](=O)[O-])cn1 | 3 | 0 | 93 | 1 | 9 | 94 | -5 | -0.5 | 7 | .
CCOC(=O)C1(CC2CCCCO2)CCN(S(=O)(=O)c2c(C)nn(C)c2C)CC1 (configuration not stated) | -2 | -3 | 109 | 0.99 | -2 | 99 | -3 | 0.2 | -1 | -0.4
CCc1c(C)nc2ncnn2c1N1CCCC(C(=O)Nc2cc(F)ccc2C)C1 (configuration not stated) | -5 | -3 | 95 | 0.89 | 5 | 87 | -1 | -0.5 | 14 | -0.1
Cc1nonc1OCCNCc1c(C(=O)N2CCCCCCC2)nc2ccc(Cl)cn12 | -14 | -4 | 108 | 1.2 | -4 | 98 | 3 | -0.1 | 1 | -0.8
Cc1ccc(NC(=O)CN(Cc2ccccc2)S(C)(=O)=O)cc1C | -3 | -3 | 99 | 0.95 | 5 | 100 | 2 | -0.2 | 0 | -2.4
O=C(NCCCl)Nc1cc([N+](=O)[O-])ccc1Cl | 13 | -2 | 96 | 1.1 | 12 | 90 | -2 | 0.0 | 10 | 0.0
Cc1ccc(CC(=O)Nc2ccccc2N2CCOCC2)cc1C | -2 | 2 | 105 | 0.86 | -1 | 96 | 9 | 0.0 | 4 | 0.2
CN1CCC(=C2c3ccccc3C=Cc3ccccc32)CC1 | 11 | -7 | 94 | 0.99 | 10 | 94 | 2 | -0.4 | 6 | 1.2
COc1ccc(CC(=O)N2CC3(C)CC2CC(C)(C)C3)cc1 (configuration not stated) | -6 | -3 | 103 | 1.1 | 3 | 90 | 32 | -0.3 | 11 | -0.8
O=C(NCCc1ccccc1F)C(=O)Nc1nccs1 | -18 | 0 | 103 | 2 | 4 | 122 | 5 | -0.4 | -24 | 1.6
CCn1c(Cc2ccccc2)nnc1SCc1nc2ccccc2c(=O)[nH]1 | -11 | -3 | 107 | 1.2 | -6 | 100 | -3 | -0.5 | 0 | -0.5
O=C(CCCN1C(=O)/C(=C\c2cccs2)SC1=S)Nc1cccc(C(=O)O)c1 | 2 | 1 | 101 | 1.4 | 1 | 100 | 2 | 0.2 | -2 | 0.5
Cc1ccc(C)c(Cn2c(C)nc3c(sc(=S)n3-c3ccccc3)c2=O)c1 | -4 | -4 | 110 | 1 | 2 | 102 | 6 | -0.4 | -3 | -0.1
CCOc1ccc(-c2nnn(CC(=O)c3ccc4c(c3)OCCO4)n2)cc1OCC | 6 | -8 | 106 | 0.98 | -1 | 102 | 13 | -0.1 | -2 | -0.1

2 compounds drawn at random from the list so far, as already listed:
SMILES | TLR4 MyD88 comp | HMGR II inh | STAT3 act | NF-kB neuron act | STAT3 blocker | STAT1 activator | APP 5'UTR act | Hsp70 activator | STAT1 inh | DTT redox prof
CCOC(=O)C1(CC2CCCCO2)CCN(S(=O)(=O)c2c(C)nn(C)c2C)CC1 (configuration not stated) | -2 | -3 | 109 | 0.99 | -2 | 99 | -3 | 0.2 | -1 | -0.4
CCOc1ccc(-c2nnn(CC(=O)c3ccc4c(c3)OCCO4)n2)cc1OCC | 6 | -8 | 106 | 0.98 | -1 | 102 | 13 | -0.1 | -2 | -0.1

Returning to the listing, repeating the two entries before the break.
SMILES | TLR4 MyD88 comp | HMGR II inh | STAT3 act | NF-kB neuron act | STAT3 blocker | STAT1 activator | APP 5'UTR act | Hsp70 activator | STAT1 inh | DTT redox prof
Cc1ccc(C)c(Cn2c(C)nc3c(sc(=S)n3-c3ccccc3)c2=O)c1 | -4 | -4 | 110 | 1 | 2 | 102 | 6 | -0.4 | -3 | -0.1
CCOc1ccc(-c2nnn(CC(=O)c3ccc4c(c3)OCCO4)n2)cc1OCC | 6 | -8 | 106 | 0.98 | -1 | 102 | 13 | -0.1 | -2 | -0.1
CCOc1ccccc1C=Nc1ccccc1C(=O)Nc1ccccc1 | 2 | 0 | 90 | 1.3 | 19 | 96 | -5 | -0.1 | 4 | -0.1
CC(=O)Nc1cccc(/C(C)=N/NC(=O)c2ccc(Cl)cc2Cl)c1 | -5 | 2 | 92 | 1.1 | 11 | 96 | 29 | 0.4 | 3 | 0.2
CCC12CN3CCN(CC(C3)/C1=N\NC(=O)c1ccc(Cl)cc1)C2 | -13 | 2 | 93 | 0.82 | 18 | 102 | -10 | -0.1 | -4 | -0.5
Cc1ccc(-n2nc(C(=O)NCc3ccco3)c3c4ccccc4n(C)c3c2=O)cc1 | -2 | 0 | 101 | 1.2 | 4 | 101 | 28 | -0.5 | -3 | 0.0
COC(=O)c1cc2c(C)[nH]c(C)c2cc(C(=O)OC)c1=O | 1 | -4 | 94 | 1.1 | 11 | 92 | 14 | -0.1 | 9 | -0.6
CC(C(=O)OCC(=O)c1ccccc1)N1C(=O)c2ccccc2C1=O (configuration not stated) | 5 | -1 | 100 | 1.2 | 4 | 96 | -14 | 0.0 | 1 | 0.3
CCOc1ccc(C2C3=C(Nc4nc(N)[nH]c(=O)c42)c2ccccc2C3=O)cc1 (configuration not stated) | -6 | -2 | 98 | 0.78 | 7 | 99 | 48 | -0.4 | 1 | 0.7
CC(C)N1CCN(Cc2ccc(Oc3ncccn3)cc2)CC1CCO (configuration not stated) | 0 | 0 | 105 | 0.94 | -3 | 100 | -2 | -0.3 | -2 | -0.3
Cc1ccc(S(=O)(=O)N2CCOCC2)cc1C(=O)Nc1ccc(S(=O)(=O)Nc2nccs2)cc1 | 5 | -4 | 94 | 1 | 15 | 102 | 9 | -0.3 | -4 | -0.2
CCOC(=O)Nc1cc(C(=O)OCC)c(C)nc1C | 12 | -1 | 106 | 0.98 | 0 | 100 | 11 | 0.1 | 1 | -0.8
CCOC(=O)c1c(-c2ccccc2)csc1N1C(=O)Nc2ccccc2N1O | 6 | -6 | 103 | 1.3 | -3 | 102 | 3 | -0.1 | -3 | -0.3
CCOC(=O)c1c(NC=O)sc2c1CCC2 | 4 | 0 | 96 | 1.4 | 10 | 115 | 21 | -0.7 | -17 | 0.2
